Assay outcomes (PubChem BioAssay)
MgcRacGAP inhibition: MgcRacGAP GTPase-activating activity inhibitors, confirmation, biochemical, ADP Hunter fluorescence. Rac GTPase-activating protein 1 (Homo sapiens). MgcRacGAP-stimulated Rac1 GTP hydrolysis, ADP Hunter fluorescence; higher % means a stronger effect; GST-tagged Rac1 F28L mutant substrate. inhibition, % at 30 µM, or IC50 in µM where a hit was titrated. 0.6% of 340,000 active;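 active = first-screen hits whose inhibition reached a set limit at any dose in the follow-up dose series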;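 note: fluorescence reports GDP produced by GAP-driven GTP hydrolysis; strong numbers were not always called active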
SV40 large T antigen: SV40 large T antigen inhibitors, biochemical (AID 1903) | SV40 large T antigen ATPase/helicase inhibition assay; higher % means a stronger effect | one-dose inhibition, % at 20 µM; IC50 in µM for titrated hits | 0.39% of 310,000 active; in the data active = a potency from the dose series; note: strong numbers were not always called active
Starred values were filed as active, the others as inactive.

SMILES	MgcRacGAP inhibition	SV40 large T antigen
COc1ccc(-c2nnc(SCC(=O)Nc3cccnc3Cl)n2C)cc1	2%	11%
CCc1noc(C)c1C(=O)Nc1ccc(Cl)c(S(=O)(=O)N2CCCCC2)c1	6%	21%
COc1ccc(C(CNC(=O)c2cccc(S(=O)(=O)Nc3ccc(C)cc3)c2)N2CCOCC2)cc1 (centres undefined)	3%	14%
CN(CC(=O)NCC(c1ccco1)N1CCCCC1)S(=O)(=O)c1ccc(Cl)cc1 (centres undefined)	5%	14%
O=C(COC(=O)CN1C(=O)COc2ccccc21)NC1CCCCC1	-3%	9%
COc1ccc(N2CCN(S(=O)(=O)CCNC(=O)COc3ccccc3C)CC2)cc1	7%	29%
Cc1cc(C)c(NC(=O)CNC(=O)COC(=O)/C=C/c2cccs2)c(C)c1	7%	8%
O=C(c1ccc(Br)cc1)N1CCN(c2ncccn2)CC1	10%	20%
OCc1ccccc1CN1CCCCCC1	-5%	2%
Cc1ccc(C(=O)NN=C2CCCC2)cc1C	7%	3%
COc1ccc(-c2ccc3oc(-c4ccc(OC)cc4)c(-c4ccc(OC)cc4)c3c2)cc1	10%	-3%
O=C(O)C[C@H]1c2cc(C(F)(F)F)ccc2S(=O)(=O)N1Cc1ccccc1	3%	4%
CCOC(=O)CN1C(=O)N[C@@H](CCc2ccccc2)[C@@H](C(=O)OC)[C@H]1C	3%	-2%
COc1ccc(C(CNC(=O)c2ccc(Br)o2)N2CCN(C)CC2)cc1 (centres undefined)	6%	12%
CC(OC(=O)/C=C/c1ccc2ccccc2n1)C(=O)NCc1ccccc1 (centres undefined)	1%	4%
N#Cc1cccc(NC(=O)CNc2cccc(S(=O)(=O)N3CCCC3)c2)c1	-2%	6%
O=C(CCSc1ccccc1Cl)NNC(=O)c1ccncc1	1%	8%
C=CCSCC1Nc2cc(Cl)c(S(N)(=O)=O)cc2S(=O)(=O)N1 (centres undefined)	4%	20%
CCCCCCCCS(=O)c1sc2nc3c(cc2c1N)CCCC3 (centres undefined)	10%	9%
CCCN(C(=O)c1cccc(S(=O)(=O)N2CCN(C)CC2)c1)c1c(N)n(Cc2ccccc2)c(=O)[nH]c1=O	8%	7%
CCc1noc(C)c1C(=O)OC(C)C(=O)Nc1ccccc1OC (centres undefined)	5%	11%
CN(C)C(=O)c1ccc(NC(=O)COC(=O)C2=COCCO2)cc1	2%	10%
CN(CC(=O)Nc1cccc(F)c1)C(=O)CCc1nc2ccccc2c(=O)[nH]1	8%	13%
COc1ccc(Cl)cc1NC(=O)CN(C)C(=O)CCC(=O)c1cc(C)sc1C	2%	8%
O=C(COC(=O)CSc1ccc([N+](=O)[O-])cc1)NCCc1ccccc1	3%	65%
CN(C(=O)COC(=O)COc1ccccc1Cc1ccccc1)c1ccccc1	5%	5%
COc1cccc(NC(=O)CN(C)C(=O)c2ccccc2OCC(=O)Nc2cccc(C(F)(F)F)c2)c1	5%	13%
COc1cccc(C(=O)NCC2CCCN2S(=O)(=O)c2ccccc2)c1 (centres undefined)	0%	0%
Cc1nn(-c2ccccc2)c(C)c1/C=N/NC(=O)c1ccc(F)cc1	2%	2%
O=C(CN1C(=O)NC2(CCCC2)C1=O)OCCOc1ccc(F)cc1	4%	14%
COCCCN(C(=O)c1ccc(N2CCCC2=O)cc1)c1c(N)n(Cc2ccccc2)c(=O)[nH]c1=O	0%	6%
O=C(O)c1ccc(-c2noc(-c3cccc(F)c3)n2)cc1	8%	11%
COc1cccc(/C=N/NC(=O)c2cccc3ccccc23)c1OC	16%	7%
COc1ccc(C(=O)N(C)CC(=O)Nc2cccc(F)c2)cc1S(=O)(=O)NC1CCCC1	4%	4%
C=CCOc1ccc(/C=C/C(=O)OCC(=O)NCCc2ccccc2)cc1	0%	4%
CC1CCCCN1S(=O)(=O)CCNC(=O)c1ccccc1 (centres undefined)	6%	20%

An excerpt of these results, with the structure last.
MgcRacGAP inhibition | SV40 large T antigen | Structure
8% | 7% | CCCN(C(=O)c1cccc(S(=O)(=O)N2CCN(C)CC2)c1)c1c(N)n(Cc2ccccc2)c(=O)[nH]c1=O
5% | 11% | CCc1noc(C)c1C(=O)OC(C)C(=O)Nc1ccccc1OC (centres undefined)
2% | 10% | CN(C)C(=O)c1ccc(NC(=O)COC(=O)C2=COCCO2)cc1
8% | 13% | CN(CC(=O)Nc1cccc(F)c1)C(=O)CCc1nc2ccccc2c(=O)[nH]1
2% | 8% | COc1ccc(Cl)cc1NC(=O)CN(C)C(=O)CCC(=O)c1cc(C)sc1C
3% | 65% | O=C(COC(=O)CSc1ccc([N+](=O)[O-])cc1)NCCc1ccccc1
5% | 5% | CN(C(=O)COC(=O)COc1ccccc1Cc1ccccc1)c1ccccc1
5% | 13% | COc1cccc(NC(=O)CN(C)C(=O)c2ccccc2OCC(=O)Nc2cccc(C(F)(F)F)c2)c1
0% | 0% | COc1cccc(C(=O)NCC2CCCN2S(=O)(=O)c2ccccc2)c1 (centres undefined)
2% | 2% | Cc1nn(-c2ccccc2)c(C)c1/C=N/NC(=O)c1ccc(F)cc1
4% | 14% | O=C(CN1C(=O)NC2(CCCC2)C1=O)OCCOc1ccc(F)cc1
0% | 6% | COCCCN(C(=O)c1ccc(N2CCCC2=O)cc1)c1c(N)n(Cc2ccccc2)c(=O)[nH]c1=O
8% | 11% | O=C(O)c1ccc(-c2noc(-c3cccc(F)c3)n2)cc1
16% | 7% | COc1cccc(/C=N/NC(=O)c2cccc3ccccc23)c1OC

(further entries)
SMILES	MgcRacGAP inhibition	SV40 large T antigen
Cc1cc(C(=O)CCC(=O)N(C)CC(=O)Nc2c(Cl)cccc2Cl)c(C)s1	2%	12%
Cc1ccc(-c2cnc(SCCNC(=O)c3ccco3)[nH]2)cc1	4%	6%
COc1ccc(CCNC(=O)c2ccc([N+](=O)[O-])cc2Cl)cc1OC	3%	0%
O=C(Cc1n[nH]c(=O)c2ccccc12)OCC(=O)c1ccccc1Cl	1%	16%
Cc1ccccc1COC(=O)CNC(=O)c1sc2ccccc2c1Cl	12%	3%
CCCCn1nc(C(=O)N(C)CC(=O)Nc2cccc(F)c2)c2ccccc2c1=O	4%	8%
COc1cc(C(=O)N(C)CCOc2ccccc2)ccc1OCC(=O)Nc1cccc(C(F)(F)F)c1	4%	4%
CC(OC(=O)CCN=C1NS(=O)(=O)c2ccccc21)C(=O)c1ccccc1 (centres undefined)	8%	3%
CN(CC(=O)Nc1ccccc1C(F)(F)F)C(=O)C1CCN(C(=O)c2ccc(Cl)cc2)CC1	-3%	10%
COCC(=O)Nc1c(I)c(C(=O)NCC(O)CO)c(I)c(C(=O)N(C)CC(O)CO)c1I (centres undefined)	7%	8%
CCc1ccc(N2CC(C(=O)Nc3ccc(S(=O)(=O)N4CCOCC4)cc3)CC2=O)cc1 (centres undefined)	3%	2%
Cc1cccc(C(=O)NCC(=O)OCC(=O)N(C)CC(=O)Nc2ccc(F)cc2)c1	0%	7%
Cc1ccc(NC(=O)CNC(=O)C2CCCCC2)nc1	10%	8%
COc1ccc(OCCCC(=O)OCC(=O)Nc2ccc(Cl)cn2)cc1	7%	3%
CC1(c2ccccc2Cl)NC(=O)N(CC(=O)c2ccc3c(c2)OCO3)C1=O (centres undefined)	1%	10%
O=C(C1CC(=O)N(c2ccc3c(c2)OCCO3)C1)N1CCCC(C(F)(F)F)C1 (centres undefined)	5%	14%
COc1cccc(N2CC(NS(=O)(=O)c3ccc4ccccc4c3)CC2=O)c1 (centres undefined)	3%	11%
O=C1C2C3C=CC(C4CC34)C2C(=O)N1CCCCN1CCN(c2ccc(F)cc2)CC1 (centres undefined)	8%	7%
CCOC(=O)C1CCN(C(=O)COC(=O)C2CCN(S(=O)(=O)c3ccc(C)c(C)c3)CC2)CC1	5%	11%
Cc1cc(NC(=O)C(C)SCC(=O)Nc2ccccc2N2CCCC2)no1 (centres undefined)	3%	17%
COc1cc(NC(=O)C2CCN(S(=O)(=O)c3cccs3)CC2)cc(OC)c1	2%	21%
CC1CN(C(=O)COC(=O)COc2ccc(C#N)cc2)CC(C)O1 (centres undefined)	4%	10%
Cc1c(C(=O)NCC(c2ccco2)N(C)C)oc2c(Cl)cccc12 (centres undefined)	6%	16%
NCc1cccc(CNc2ccc([N+](=O)[O-])cc2C(N)=O)c1	10%	3%
CCCCn1c(N)c(N(CCC(C)C)C(=O)CC2CCCCC2)c(=O)[nH]c1=O	0%	16%
CC(=O)Nc1ccc(S(=O)(=O)NC2CC(=O)N(c3ccc4c(c3)OCCO4)C2)cc1 (centres undefined)	7%	12%
O=C(COC(=O)CNC(=O)c1ccc(Cl)cc1Cl)NC(=O)NC1CCCCC1	10%	17%
O=C1CCC([N+](=O)[O-])C(C2CC=CCC2)N1 (centres undefined)	5%	3%
O=C(CNC(=O)c1ccc(OC(F)F)cc1)Nc1cccc(S(=O)(=O)N2CCCC2)c1	5%	5%
O=C(N[C@@H](c1ccccc1)[C@H](O)c1ccccc1)[C@@H]1CCCN1C(=O)OCc1ccccc1	6%	3%
Cc1ccnc(NC(=O)C2CCN(S(=O)(=O)c3ccc(Cl)c(C(F)(F)F)c3)CC2)c1	5%	11%
NCCCC[C@@H](C(=O)NCCCCCCCCCCC(=O)N1CCNCC1)n1cc(CCCC(=O)O)nn1	5%	7%
COC(C/C=C/C(=O)[C@H](C)OCc1ccccc1)OC	6%	8%
COc1ccc(NC(=O)CSCC(=O)Oc2c(OC)cccc2OC)cc1	7%	17%
CCN(Cc1ccccc1)C(=O)c1cccc(S(=O)(=O)N2CCN(c3ccccc3)CC2)c1	7%	11%
O=C1/C(=C\c2ccncc2)CCc2ccccc21	0%	7%

An excerpt from above in order of SMILES length, ascending.
SMILES	MgcRacGAP inhibition	SV40 large T antigen
O=C1/C(=C\c2ccncc2)CCc2ccccc21	0%	7%
CCN(Cc1ccccc1)C(=O)c1cccc(S(=O)(=O)N2CCN(c3ccccc3)CC2)c1	7%	11%
Cc1ccnc(NC(=O)C2CCN(S(=O)(=O)c3ccc(Cl)c(C(F)(F)F)c3)CC2)c1	5%	11%

More structures:
SMILES	MgcRacGAP inhibition	SV40 large T antigen
Cc1ccc(NC(=O)CSc2nnc(CNC(=O)c3ccco3)n2C)cc1C	3%	14%
Cc1cc(C)cc(N(CCC#N)C(=O)COC(=O)c2nc3nc(C)cc(C)n3n2)c1	4%	-4%
O=C(NCc1ccccn1)c1cccc(S(=O)(=O)Nc2ccc(SC(F)F)cc2)c1	4%	19%
O=C(CN1C(=O)NC2(CCCc3ccccc32)C1=O)c1ccc(Br)cc1 (centres undefined)	4%	9%
CC/C(=N/NC(=O)c1ccccc1O)c1c(C)[nH]n(-c2ccccc2)c1=O	-5%	27%
COC(=O)C1CCN(C(=O)COC(=O)CSc2ccc(C(N)=O)cc2[N+](=O)[O-])CC1	-30%	8%
COc1ccc(CC2(CO)COc3ccccc3C2=O)cc1 (centres undefined)	12%	18%
CCn1ncc(C(=O)Nc2ccc([N+](=O)[O-])cc2OC)c1C	17%	8%
CCOC(=O)C1=C(COC(=O)COc2cc(C)ccc2C)NC(=O)NC1C (centres undefined)	4%	16%
O=C(CN1C(=O)c2ccc([N+](=O)[O-])cc2C1=O)NC1CCS(=O)(=O)C1 (centres undefined)	4%	4%
Cc1ccc(-c2nn(-c3ccc(F)cc3)cc2C(=O)N(C)CC(=O)Nc2ccc(N3CCOCC3)cc2)cc1	2%	4%
COc1ccc(OCC(=O)NNC(=O)c2ccccc2OCc2c(C)noc2C)cc1	2%	18%
CN1C(=O)[C@@H]2[C@H](C1=O)[C@@H]1C(=O)Nc3ccccc3C(=O)N1[C@@H]2c1ccc(Br)cc1	1%	1%
NCC(=O)CCC(=O)O	0%	1%
CC(C)CN(C1CCS(=O)(=O)C1)S(=O)(=O)c1ccc(C(C)C)cc1 (centres undefined)	6%	13%
Cc1ccc(C(=O)NCC(=O)OCC(=O)N(CC(C)C)c2c(N)n(Cc3ccccc3)c(=O)[nH]c2=O)cc1C	8%	9%
CCO[C@@H]1OC(C(=O)NC2CC2)=C[C@H](c2coc3ccccc3c2=O)[C@H]1CCCO	-1%	25%
O=C(NCCOc1ccccc1)c1cccc(S(=O)(=O)NCc2ccccc2)c1	5%	7%
O=C(COC(=O)C1CCC1)Nc1ncc(Cl)cc1Cl	5%	20%
C=CCOC(=O)C1=C[C@H](c2ccc(Br)cc2)C[C@H](OCc2ccc(CO)cc2)O1	6%	6%
O=C(N/N=C/c1ccccc1)c1cccc2ccccc12	8%	9%
COc1ccc(NC(=O)CN(C)C(=O)c2cc(-c3ccc(Cl)cc3)nc3ccccc23)cc1	6%	23%
CCCCN1C(Nc2ccccc2)=NC[C@@H]1Cc1ccccc1	10%	-1%
Cc1ccc(Cn2c(C3CCCN3c3nc(-c4cc(Cl)c(N)c(Cl)c4)cs3)nc3cc(C(=O)NCCCO)ccc32)cc1 (centres undefined)	-18%	24%
CCN(CC(=O)Nc1c(F)cccc1F)C(=O)c1ccc(C(=O)c2ccccc2)cc1	-4%	3%
COCCN(C(=O)CSc1n[nH]c(-c2ccccc2)n1)c1c(N)n(Cc2ccccc2)c(=O)[nH]c1=O	6%	11%
COc1ccc2oc(C(=O)N3CCCc4ccccc43)c(C)c2c1	4%	8%
CCN(CC(=O)Nc1c(F)cccc1F)C(=O)c1cc(S(=O)(=O)N2CCOCC2)ccc1N1CCCC1	2%	30%
Cc1ccc(C(=O)Nc2cccc(-c3ccc(N4CCOCC4)nn3)c2)cc1[N+](=O)[O-]	1%	11%
COc1cc(CNC(=O)CCCCCCC(C)C)ccc1O	3%	20%
O=C1CCCN1C(=O)COc1ccc([N+](=O)[O-])cc1	4%	6%
C=CCn1c(SC(C)C(=O)NC2CC2)nnc1-c1ccoc1C (centres undefined)	4%	7%
Cc1ccc(C2=CC(c3ccc(C)cc3)n3ncnc3N2)cc1 (centres undefined)	1%	22%
CN(Cc1cccc(F)c1)C(=O)Cc1ccc(S(=O)(=O)N2CCOCC2)s1	2%	9%

These rows are one share of the data, so the mix of outcomes need not match the whole.
